# RBX1-CUL1 inh: inhibitors of human ROC1-CUL1 ubiquitin ligase activity | P62877+Q13616 | in vitro K48 di-Ub FRET, acceptor:donor ratio, 45 min | inhibition, % at 10 µM | 0.6% of 140,000 active; in the data active means inhibition above about 25%
# Target sequence (P62877 whole entry, looked up): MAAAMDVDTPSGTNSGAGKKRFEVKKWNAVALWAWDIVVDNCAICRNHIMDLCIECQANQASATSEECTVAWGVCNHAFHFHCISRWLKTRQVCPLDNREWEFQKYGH
# Target sequence (Q13616 whole entry, looked up): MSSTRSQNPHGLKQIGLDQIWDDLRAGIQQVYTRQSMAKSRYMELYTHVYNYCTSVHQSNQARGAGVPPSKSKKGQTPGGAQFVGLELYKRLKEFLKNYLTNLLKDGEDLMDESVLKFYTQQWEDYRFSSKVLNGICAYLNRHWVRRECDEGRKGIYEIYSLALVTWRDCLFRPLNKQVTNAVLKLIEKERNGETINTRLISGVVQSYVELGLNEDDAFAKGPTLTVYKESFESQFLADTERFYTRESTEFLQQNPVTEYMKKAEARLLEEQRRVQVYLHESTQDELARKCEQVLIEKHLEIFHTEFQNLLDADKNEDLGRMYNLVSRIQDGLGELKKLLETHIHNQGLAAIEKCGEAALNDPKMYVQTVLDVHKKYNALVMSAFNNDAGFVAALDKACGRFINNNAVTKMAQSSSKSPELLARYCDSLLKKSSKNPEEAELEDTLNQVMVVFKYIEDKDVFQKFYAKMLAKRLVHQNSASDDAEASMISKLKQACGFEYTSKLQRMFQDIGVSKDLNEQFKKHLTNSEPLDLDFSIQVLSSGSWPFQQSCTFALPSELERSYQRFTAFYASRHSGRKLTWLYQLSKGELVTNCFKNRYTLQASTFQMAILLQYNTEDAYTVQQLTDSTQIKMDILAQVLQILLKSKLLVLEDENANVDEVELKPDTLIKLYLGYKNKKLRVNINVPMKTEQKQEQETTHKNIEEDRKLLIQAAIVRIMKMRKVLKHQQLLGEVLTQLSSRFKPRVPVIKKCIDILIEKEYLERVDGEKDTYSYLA
# * hit, by the source's call; & = joins results of further samples. Only part of the results is shown (hit frequency here may not be typical).
RBX1-CUL1 inh	Molecule
5.2	COc1ccc(C2CC(=O)N(Cc3ccccc3)c3c2c(C)nn3-c2nc(C)cc(C)n2)c(OC)c1 (stereo not given)
-3.0	C=C(C)CSc1nc2sc3c(c2c(=O)n1Cc1ccccc1)CC(C)(C)OC3
-2.5	Cc1ccc(-c2cnnc(NCCc3cn4ccccc4n3)n2)o1
-1.3	CCOC(=O)N1CCN(c2cccc(C)c2C)CC1
-5.2	Cc1ccc(Nc2c(-c3cccc(Cl)c3)nc3cccc(C)n23)cc1
3.8	CCOC(=O)c1ccn(-c2nc(-c3cccc(OC)c3)cc(C(F)(F)F)n2)n1
5.0	COc1ccc(C(=O)Nc2nnc(SCC3=Nc4c(F)cccc4C(=O)C3)s2)cc1
-3.5	CCN(CC)c1ccc(NC(=S)NC(=O)C2CCC2)cc1
-4.6	CCc1cccc(C)c1NC(=O)Cn1nc(C)n2cccc2c1=O
-3.1	Clc1ccc(-c2nnc3ccc4ccccc4n23)c(Cl)c1
-0.3	CCOc1ccc(-c2c(C)nn3c(C)c(C(=O)Nc4ccccc4C(=O)OC)cnc23)cc1OCC
6.3	O=c1[nH]c(-c2ccccn2)nc2sc3c(c12)CCCC3
-11.3	CN(Cc1ccccc1)S(=O)(=O)c1ccc(N)cc1
-7.0	COc1ccc(Nc2nc(N)nnc2-c2ccccc2)cc1
10.4	Cc1c(CN(C)C(=O)c2ccc(Br)o2)cnn1C
-4.0	Cc1cc(C)cc(NC(=O)C2CCC(CNS(=O)(=O)c3ccc4c(c3)C(C)(C)C(=O)N4C)CC2)c1 (stereo not given)
-8.7	COc1ccc(NC(=O)C2CCCN(S(=O)(=O)c3ccc4[nH]c(=O)ccc4c3)C2)cc1Cl (stereo not given)
6.8	O=C1NC(=S)N(c2cccc(F)c2)C(=O)/C1=C/c1cccn1-c1cccc(C(F)(F)F)c1
-2.4	CN1CCN(c2ncccc2CNC(=O)c2ccccc2-c2ncc[nH]2)CC1
-0.9	CCc1ccc(NC(=O)c2ccc(-c3ccccc3Cl)o2)cc1
4.9	COc1ccc(Br)c2c1-c1nc(NC(=O)c3ccccc3)sc1C2
-0.6	COc1ccc(CN(C(=O)c2ccc(OCC(C)C)cc2)C2CCS(=O)(=O)C2)cc1 (stereo not given)
-2.8	CC(C)CNCC(=O)N(C1CCCCC1)C1CCCCC1
2.7	O=C(Nc1nnc(Cc2ccc(Cl)cc2Cl)s1)c1ccc(Cl)cc1
-8.3	O=C(Nc1ccc(N2CCC(NC(c3ccncc3)c3ccc(Cl)cc3)CC2)cc1)C1CCCC1 (stereo not given)
7.6	CCOc1ccccc1NC(=O)Cn1c(=O)n(-c2cccc(C)c2)c(=O)c2c1c1cc(OC)ccc1n2C
11.1	CCCCC(CC)C(=O)Nc1ccc(C)cc1[N+](=O)[O-] (stereo not given)
9.7	COc1cc(/C=C2/N=C(SC3C(=O)N(c4ccccc4)N=C3C)N(c3ccccc3)C2=O)cc(OC)c1OC (stereo not given)
-3.1	CC(C)OCCCNC(=O)Cn1c(-c2cccs2)cc2cc(F)ccc21
12.0	Cc1ccsc1C(=O)N1CCC(C2CCN(c3ncccn3)CC2)C1 (stereo not given)
4.5	O=c1[nH][nH]c(-c2ccccc2O)c1C(C[N+](=O)[O-])c1ccc(Br)cc1 (stereo not given)
-1.3	C=CCOc1cccc(C(=O)NCc2nc(-c3ccccc3NC(=O)c3cc(C)oc3C)oc2C)c1
-8.3	CCc1nn2c(=O)c(S(=O)(=O)Nc3cccc(F)c3)c(C)nc2s1
-6.7	O=S(=O)(Nc1cccc(O)c1)c1ccccc1
-4.2	N#C/C(=C\c1ccc(-c2ccc(Br)cc2)o1)C(=O)N1CCCCC1
7.7	Cc1oncc1C(=O)Nc1cccc(C(F)(F)F)c1
-7.8	Cc1ccc(N2C(=O)NC(=O)/C(=C\c3cccn3-c3ccc(Br)cc3)C2=O)cc1
2.5	CCc1ccc(-n2c(C)cc(=O)[nH]c2=O)cc1
0.0	Nc1ccc(-c2nnn(Cc3ccc(Cl)cc3)n2)cc1
-5.8	CCCCOC(=O)c1ccc(NC(=O)c2cc3c(=O)n4cccc(C)c4nc3n2C)cc1

# Pulled by structure from the list above, 5 records:
RBX1-CUL1 inh	Molecule
-4.2	N#C/C(=C\c1ccc(-c2ccc(Br)cc2)o1)C(=O)N1CCCCC1
-7.8	Cc1ccc(N2C(=O)NC(=O)/C(=C\c3cccn3-c3ccc(Br)cc3)C2=O)cc1
-1.3	C=CCOc1cccc(C(=O)NCc2nc(-c3ccccc3NC(=O)c3cc(C)oc3C)oc2C)c1
2.5	CCc1ccc(-n2c(C)cc(=O)[nH]c2=O)cc1
4.5	O=c1[nH][nH]c(-c2ccccc2O)c1C(C[N+](=O)[O-])c1ccc(Br)cc1 (stereo not given)

# Continued.
RBX1-CUL1 inh	Molecule
5.5	COc1ccc(CC(=O)Nc2cccc(-c3nnc(-c4ccco4)o3)c2)cc1
1.7	COc1ccc(/C=C/C(=O)Nc2ccc(C)c(Cl)c2)cc1OC
0.1	Cn1c(=O)c2c(=O)c3ncnnc3[nH]c2n(C)c1=O
2.4	O=C(/C=C/c1ccco1)NCCOc1ccccc1-c1ccccc1
1.2	Cc1[nH]c2ccc(C(=O)NCCCN3CCCCC3)cc2c1C
5.0	COc1ccc(N=NC2Sc3nc(C)cc(C)c3C2=O)cc1 (stereo not given)
-0.9	COc1ccc(C(=O)N2CCN(Cc3ccccc3)CC2)cc1OC
4.9	Cc1cccnc1CCNC(=O)Cn1nnnc1CN1C[C@@H](C)O[C@@H](C)C1
-4.8	Cc1nn(Cc2ccc(C(=O)n3ccnc3C)o2)c(C)c1Br
-4.6	CC(C)Cc1nn2c(=O)cc(COC(=O)c3cccc(NC(=O)c4cccs4)c3)nc2s1
9.2	N#CC1C(=O)NC(=O)C([n+]2ccccc2)C1c1ccccc1Cl (stereo not given)
4.0	Cc1oc2ncnc(N3CCCCC3)c2c1C(=O)NCC1CCN(Cc2ccccc2F)CC1
-0.2	Cc1nn(-c2ccccc2)c(OC(=O)c2ccc(Br)cc2)c1S(=O)(=O)c1ccccc1
11.3	C#CCOc1c(Cl)cc(C2C3=C(CCCC3=O)N(CC(=O)O)C3=C2C(=O)CCC3)cc1OC
2.8	COc1ccc(N=C2NC(=O)/C(=C/c3ccc(Sc4ccc(Cl)cc4)o3)S2)cc1
0.6	COc1cccc(-c2nnc3sc(CN4CCCCC4)cn23)c1
-10.5	CC(C)OCC(=O)N1CCc2cc(S(=O)(=O)N3CCOCC3)ccc21
-7.7	COc1cccc(NC(=O)c2ccc(COc3cccc(OC)c3)cc2)c1
0.1	COc1ccc(F)c(CN2CCCC3(CCN(C(=O)C4CCC4)C3)C2=O)c1 (stereo not given)
4.8	CCOc1ccc(S(=O)(=O)N(CC(=O)NCCc2ccc(OC)c(OC)c2)c2ccccc2)cc1

# Shown field by field: four of the compounds above.
molecule: CCc1cccc(C)c1NC(=O)Cn1nc(C)n2cccc2c1=O
  RBX1-CUL1 inh: -4.6

molecule: Clc1ccc(-c2nnc3ccc4ccccc4n23)c(Cl)c1
  RBX1-CUL1 inh: -3.1

molecule: CCOc1ccc(-c2c(C)nn3c(C)c(C(=O)Nc4ccccc4C(=O)OC)cnc23)cc1OCC
  RBX1-CUL1 inh: -0.3

molecule: O=c1[nH]c(-c2ccccn2)nc2sc3c(c12)CCCC3
  RBX1-CUL1 inh: 6.3

# (cont.)
RBX1-CUL1 inh	Molecule
0.5	C=CCSc1nnc(Cc2c(C)[nH]c3ccccc23)o1
-9.5	O=C(Nc1nc2ccccc2n1CCN1CCOCC1)C12CC3CC(C1)CC(n1cnc(Br)n1)(C3)C2
1.4	CC(C)Cn1c(=O)c2ccccc2n2c(CCC(=O)N3CCN(c4ccccc4F)CC3)nnc12
-3.5	Cc1ccc(Oc2cc(-n3cncn3)ncn2)cc1
-1.3	C=CCn1c(SCC(C)=O)nc2scc(-c3ccccc3)c2c1=O
20.4	CC(C)(C)c1ccccc1OC/C=C/CN1CCOCC1
1.8	C/C(=N/NC(=O)c1ccn(C)n1)c1cccc(NC(=O)c2ccc(C)s2)c1
7.3	Fc1ccc(-n2nnnc2Cc2ccc(Cl)cc2Cl)cc1
5.6	CCOc1cc(/C=C/C(=O)c2ccccc2)ccc1OCc1ccc(Cl)cc1
-1.9	COc1ccc(NS(=O)(=O)c2cc3[nH]c(=O)c(=O)[nH]c3cc2C)cc1OC
-3.6	COc1ccc2c(Sc3ccccc3)c(C(=O)NCc3cccc(OC)c3OC)[nH]c2c1
-4.8	COc1ccc(C(=O)NNC(=O)C2CC(C)=C(C)CC2C(=O)O)cc1 (stereo not given)
-1.4	C=CCOc1ccc(/C=N/NC(=O)C(CSCc2ccccc2)NC(=O)c2cc([N+](=O)[O-])cc([N+](=O)[O-])c2)cc1 (stereo not given)
3.2	CN(C(=O)CC(c1cccc(O)c1)c1ccccc1Cl)C1CCOCC1 (stereo not given)
-0.4	Cc1ccsc1S(=O)(=O)NC1CCCc2nc(N(C)C)ncc21 (stereo not given)
1.7	CC1(C)C([N+](=O)[O-])C(c2cc(Br)ccc2O)NC(c2cc(Br)ccc2O)C1[N+](=O)[O-] (stereo not given)
9.5	O=C(COCCOc1cnn(-c2ccccc2)c(=O)c1Cl)c1ccccc1
2.1	COc1ccc(N2CCN(C(=O)COc3cccc(C)c3)CC2)cc1
2.6	Cc1cc(OCC(=O)NNC(=O)c2ccco2)c(C(C)C)cc1Cl
5.4	CCOC(=O)Cc1ccc(NC(=O)N(Cc2ccc(OC)cc2)C2CCN(C(C)=O)CC2)cc1
-4.9&4.1	CCC1CCc2nc3sc(C(=O)Nc4cccc(F)c4)c(N)c3cc2C1 (stereo not given)
-4.1	CCCCN(C)C(=O)c1ccc2c(=O)n3nc(Nc4cc(C)ccc4C)sc3nc2c1
1.9	O=C(Nc1ccccc1Cl)C1CCN(Cc2ccccc2)CC1
-2.4	COc1ccc(/C=C/C(=O)N=C2CC(=O)N(C)C(=O)N2C)cc1
1.4	CC(C)CC(=O)CC1(O)C(=O)Nc2ccccc21 (stereo not given)
-3.7	Cc1c(Cl)c(=O)oc2c(C)c(O)ccc12
-8.1	O=C1C2N=NN(CC(=O)N3N=C4/C(=C/c5ccc(F)cc5)CCCC4C3c3ccc(F)cc3)C2C(=O)N1c1ccc(Cl)cc1 (stereo not given)
-5.6	COc1cccc(-c2n[nH]c3c2CN(Cc2cccc4c2OCO4)CC3)c1
1.3	O=C(Nc1cccc(-c2cscn2)c1)C1CCN(Cc2nccs2)CC1
2.4	NS(=O)(=O)c1nnc(NS(=O)(=O)c2ccc(NC(=O)c3ccccn3)cc2)s1
6.9	CC(C)OC(=O)CN1C(=O)S/C(=C\c2cn(CC(=O)Nc3ccc4c(c3)OCO4)c3ccccc23)C1=O
4.6	CCCn1c(=O)c2sccc2n2c(CCCC(=O)Nc3ccc(Oc4ccccc4)cc3)nnc12
-0.3	CC1CC(=O)c2cnc(N3CCN(c4ccc(F)cc4)CC3)nc2C1 (stereo not given)
3.9	CCCCc1ccc(NC(=O)Cn2cnc3c(oc4ccccc43)c2=O)cc1
2.8	CC1CN(C(=O)N2CCC(C(=O)NCc3cccs3)CC2)c2cc(Cl)ccc2O1 (stereo not given)
3.0	COc1cccc(CNC(=O)C2CCCN(S(=O)(=O)c3ccc4c(ccn4C)c3)C2)c1 (stereo not given)
-0.4	CC(=O)Nc1cc(S(=O)(=O)C(F)(F)F)ccc1C
0.5	CC(=O)Oc1ccc(C(=O)NCc2ccc3c(c2)OCO3)cc1
8.0	COC(=O)c1c(-c2ccccc2)csc1NC(=O)C1CCC1
4.5	CCC(CC)C(=O)Nc1ccc(C(=O)OCc2cc(=O)n3nc(C4CC4)sc3n2)cc1
9.8	COc1ccccc1CCC(=O)Nc1ccc2c(c1)CN(Cc1ccon1)CC2
-0.7	CCOCN(C(=O)Cn1c(COc2ccc(C)cc2)nc2ccccc21)c1c(C)cccc1CC
-7.0	CCN(CC)CCCNC(=O)c1cc(-c2ccccc2)on1
-2.6	Cn1nnc2cc(C(=O)N3CCCC3c3ccc(C(N)=O)s3)ccc21 (stereo not given)
-0.8	Cc1cc(/C=C2/SC(=O)N(CC(=O)N3CCN(c4ccccc4)CC3)C2=O)c(C)n1-c1ccc(S(N)(=O)=O)cc1
-2.8	COc1ccc(CNC(=O)CSc2c3c(nc4ccc(Cl)cc24)CCCC3)cc1
-4.7	O=C1CCC(c2ccc(-n3ccnc3)cc2)=NN1
-3.1	O=C(Cn1ncc2ccsc2c1=O)N1CCN(c2ccc(Cl)cc2)CC1
-7.2	O=C(CN(c1cccc(C(F)(F)F)c1)S(=O)(=O)c1ccccc1)Nc1cccc(Cl)c1
2.5	O=S(=O)(c1ccc(-c2cc(C(F)(F)F)on2)s1)N1CCN(c2ccccc2F)CC1

# (more compounds)
RBX1-CUL1 inh	Molecule
-2.2	Cc1ccc(N=C(C(=Nc2ccc(C)cc2)N2CCOCC2)N2CCOCC2)cc1
-2.6	COc1ccc(C2C(C(=O)Nc3ccccc3)=C(C)N=c3s/c(=C4\C(=O)Nc5ccccc54)c(=O)n32)c(OC)c1 (stereo not given)
-5.7	COC(=O)C1CCN(C2=NS(=O)(=O)c3ccccc32)CC1
2.8	O=C(c1ccc(F)cc1)N1CCn2c1nc1ccccc1c2=O
-0.7	COc1ccc(N2CCN(S(=O)(=O)c3ccc4c(c3)CCCN4C(C)=O)CC2)cc1
-6.6	Cc1cccc(CN2C(=O)c3ccccc3S(=O)(=O)c3ccc(C(=O)NC4CCCCC4)cc32)c1
-2.3	COc1ccc(NC(=O)Cn2c(=O)n(-c3cccc(C)c3)c(=O)c3c2c2cc(C)ccc2n3C)cc1OC
-0.8	O=C(COC(=O)c1cc(-c2ccccc2)nc2c(Cl)cccc12)c1ccc(F)cc1
9.0	COc1ccc2nc(Nc3nc(CSc4nnnn4-c4ccccc4)cc(=O)[nH]3)nc(C)c2c1
10.3	Cc1nc(NC(=S)NC(=O)c2ccco2)sc1C(=O)N(C)C
-10.9	CCCCN(C)CCNC(=O)c1cc2c(=O)n(C)c3ccccc3c2n1C
2.2	CCOC(=O)c1ccccc1NC(=O)N(Cc1ccc(CC)cc1)Cc1cn[nH]c1-c1ccc(OC)cc1
7.3	CCCCOc1ccc(N=Cc2cccs2)cc1

# Screening results deposited in PubChem BioAssay by Icahn School of Medicine at Mount Sinai.
